Screening data deposited in PubChem by several laboratories.
TNAP inh noacc: blocks human TNAP activity with no phosphate acceptor present | 200,000 compounds, 0.26% hits | purified TNAP, CDP-star luminescence, 30 min | inhibition, % at 20 µM | AID 1012 | P05186;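 active means tissue-nonspecific alkaline phosphatase inhibition above about 50% at 20 µM in the single-dose screen, limit read from the data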;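 further: 0% = DMSO negative control and 100% = EDTA positive control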
Target sequence (P05186 whole entry, looked up): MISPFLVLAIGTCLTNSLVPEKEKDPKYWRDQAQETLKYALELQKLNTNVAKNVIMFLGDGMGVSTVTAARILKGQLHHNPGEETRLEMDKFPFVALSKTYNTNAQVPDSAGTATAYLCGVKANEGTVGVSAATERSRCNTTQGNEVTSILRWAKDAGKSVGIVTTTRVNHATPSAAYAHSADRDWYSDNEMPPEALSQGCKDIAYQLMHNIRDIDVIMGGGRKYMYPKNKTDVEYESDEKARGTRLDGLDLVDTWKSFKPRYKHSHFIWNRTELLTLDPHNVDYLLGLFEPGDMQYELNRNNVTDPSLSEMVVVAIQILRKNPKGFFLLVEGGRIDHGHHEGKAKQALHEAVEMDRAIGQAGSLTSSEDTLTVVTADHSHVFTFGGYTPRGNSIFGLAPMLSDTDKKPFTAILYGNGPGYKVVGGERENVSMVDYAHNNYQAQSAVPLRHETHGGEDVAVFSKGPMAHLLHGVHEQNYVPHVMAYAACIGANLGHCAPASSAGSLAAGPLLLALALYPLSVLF
bIAP activator: intestinal alkaline phosphatase (bovine) activation; 200,000 compounds, 0.17% hits; purified bovine IAP, CDP-star luminescence, 30 min; hits give high values; fold of DMSO-control signal, blank-subtracted; activation factor at 20 µM; AID 1016;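 active means activation factor of 2 or more at 20 µM, a signal rise over negative controls twice the positive control's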
PMI activator: phosphomannose isomerase (human) activation. P34949. purified human PMI, coupled resazurin fluorescence, 20 min; hits give high values; 1 = vehicle control, 0 substrate-free wells. activation factor at 20 µM. 190,000 compounds, 0.005% hits. AID 1214;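 active means activation factor of 2 or more at 20 µM, relative to plate controls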
TNAP act hiacc: TNAP (human) activation, high acceptor. purified TNAP, CDP-star luminescence, 1 M DEA, 30 min; hits give high values; 0 = EDTA background, 1 = DMSO-only activity. P05186. activation factor at 20 µM. 200,000 tested, under 10 active;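 active means activation factor at least 2 at 20 µM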
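Dosing: 20 µM single point. System: human TNAP. Amount: TNAP 1/800 final. Incubation: 30 min, room temperature. Read-out: TNAP activation factor scaled between EDTA and DMSO control wells. Signal: luminescence from CDP-star hydrolysis. Medium: 1 M DEA, pH 9.8, Mg2+, Zn2+. Control set: EDTA negative control, DMSO positive control.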
TNAP inh hi DEA: blocks human TNAP under high phosphate acceptor concentration; P05186; purified TNAP, CDP-star luminescence, 1 M DEA; inhibition, % at 20 µM; 200,000 compounds, 0.03% hits; AID 1135;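 active means over 50% inhibition of tissue-nonspecific alkaline phosphatase at 20 µM in the single-dose screen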;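 further: plate controls were DMSO wells for no effect and EDTA-quenched wells as full inhibition for full effect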
PMI act satM6P: PMI (human) activation, high substrate; coupled PMI enzyme assay, resazurin fluorescence, 20 min; hits give high values; 1 = untreated enzyme, 0 = substrate-free blank; 190,000 compounds, 0.34% hits; activation factor at 20 µM;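 active means activation factor of 2 or more at 20 µM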
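assay system = human phosphomannose isomerase with PGI, G6PDH, diaphorase coupling enzymes | quantity = 15 ng/mL PMI | incubation = enzyme reaction with compound 20 min at room temperature | medium = HEPES pH 7.4 buffer with MgCl2 and Tween-20 | compound dosing = one concentration, 20 µM, in 1% DMSO | measured by = Diaphorase-driven resazurin-to-resorufin fluorescence, excitation 544, emission 590 nm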
NF-kB neuron act: NF-kB expression increase, human neuronal cells; NF-kB reporter expression; hits give high values; fold change at 12.5 µM; 190,000 compounds, 1.6% hits; in the data active means fold change above about 3.3
FLuc inh counter: inhibits firefly luciferase, flagging false hits in luciferase inhibition screens | P08659 | ATPLite firefly luciferase biochemical luminescence, 10 min | inhibition, % at 10 µM | 200,000 compounds, 1.5% hits;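 active means inhibition above about 50% when tested at 10 µM, limit read from the data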
Target sequence (P08659 whole entry, looked up): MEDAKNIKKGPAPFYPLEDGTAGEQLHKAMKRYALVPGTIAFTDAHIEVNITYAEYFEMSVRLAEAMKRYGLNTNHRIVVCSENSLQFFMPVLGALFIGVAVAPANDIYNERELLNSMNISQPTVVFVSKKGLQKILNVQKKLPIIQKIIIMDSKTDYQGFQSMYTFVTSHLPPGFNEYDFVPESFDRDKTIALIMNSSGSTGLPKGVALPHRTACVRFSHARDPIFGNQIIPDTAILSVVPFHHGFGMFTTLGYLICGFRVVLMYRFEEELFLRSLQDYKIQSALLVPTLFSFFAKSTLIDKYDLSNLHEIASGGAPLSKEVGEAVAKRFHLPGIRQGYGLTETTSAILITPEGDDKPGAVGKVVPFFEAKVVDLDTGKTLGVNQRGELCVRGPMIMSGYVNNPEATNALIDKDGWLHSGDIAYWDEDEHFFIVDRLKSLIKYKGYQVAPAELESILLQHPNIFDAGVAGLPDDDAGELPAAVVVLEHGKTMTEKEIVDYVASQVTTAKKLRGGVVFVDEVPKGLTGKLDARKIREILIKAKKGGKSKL
FLuc act counter: firefly luciferase counter-screen for stimulation assays; AID 1027; activation factor at 10 µM; P08659; ATPlite luciferase biochemical, luminescence, 10 min; 0 = ATP-free wells, 1 = DMSO control; 200,000 tested, under 10 active;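 active means luciferase activation factor, scaled between plate controls, of at least 2 with compound at 10 µM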
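Material: Luciferase/luciferin reagent mix; Doses: test compounds dosed from 2 mM stocks in 100% DMSO; Schedule: 10 min incubation after luciferase reagent addition, room temperature; Measured by: luminescence from luciferase reaction; Read-out: luminescence gain marking luciferase activators.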
APP 5'UTR act: APP 5'UTR luciferase reporter activation. 190,000 compounds, 1% hits. SH-SY5Y APP 5'UTR luciferase reporter, luminescence; zero percent = DMSO vehicle wells. AID 1276. activation, % at 2 µM;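 active means activation above a set limit, based on mean plus 3 SD of controls, cut at about 140% in these data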; further: values of inactives mirror those of a sister screen read the other way
Numbers without * were called inactive; x = not tested or not shown.

SMILES	TNAP inh noacc	bIAP activator	PMI activator	TNAP act hiacc	TNAP inh hi DEA	PMI act satM6P	NF-kB neuron act	FLuc inh counter	FLuc act counter	APP 5'UTR act
O=C(Nc1ccc(OC(=O)c2cccnc2)cc1)c1cccnc1	-5	1	1	1	-4	0.9	1.4	-2	1	6
CN1C(=O)NC(c2ccc(O)cc2)C(C(=O)c2cccs2)C1(O)C(F)(F)F (stereo not given)	-10	0.9	1	1	-1	1	2.1	-10	1.1	118
COc1cc(C)c(Cl)cc1S(=O)(=O)NCCN1CCOCC1	-8	1	1.1	1	-4	1.1	0.89	-1	1	-10
Cc1ccccc1CN1CCN(S(=O)(=O)c2ccc(F)cc2)CC1	-8	0.9	1	1	-4	1.1	1.1	-8	1.1	x
COCCCn1c(SCC(=O)NCc2ccccc2)nc2ccccc2c1=O	-9	0.9	0.9	1	0	0.9	0.98	-7	1.1	0
CSCC[C@H](NC(=O)Nc1cccc(C(F)(F)F)c1)C(=O)O	-2	1	1	1	-4	1.1	0.99	-7	1.1	8
NC(CCC(=O)O)C12CC3CC(CC(C3)C1)C2 (stereo not given)	-6	1.1	1.1	1	-4	1.1	1.1	0	1	6
CCn1c(SCC(=O)N/N=C/C=C/c2ccco2)nnc1-c1ccccc1	6	1	1.2	1	-1	1.1	1.1	5	0.9	-15
O=C(/C=C/c1ccco1)NCCc1ccccc1	-3	0.9	1.1	1	2	1	2.1	9	0.9	46
COc1ccc(C2C(C#N)=C(N)Oc3c2c(C)nn3-c2ccccc2)cc1Cn1nc(C)c([N+](=O)[O-])c1C (stereo not given)	4	1	1.1	1	-4	1	0.85	-8	1.1	4
COc1ccc(CCN=CC2=C(O)CC(C)(C)CC2=O)cc1	-5	0.9	0.9	1	-4	1	1.2	-9	1.1	-3
COC(=O)C1=C(C)NC(C)=C(C(=O)OC)C1c1ccc(N(C)C)cc1	-12	1	0.9	1.1	-7	1	3.7*	-2	1	-17
O=C1c2ccccc2C(=O)N1c1nc2nccc(-c3ccccc3)n2n1	-4	0.9	0.9	1	2	1	1.2	3	1	-2
O=C(CNCC1CCCCC1)Nc1ccc(OC(F)(F)F)cc1	-10	1	0.9	1	-1	0.9	1.1	0	1	7
CCOc1ccc(OCC)c(NC(=O)CN2CCN(c3cccc(C)c3C)CC2)c1	-9	0.9	1	1	-3	1.1	1.2	-8	1.1	27
C#CCOCCOCCOCCNc1nc(N2CCN(C(=O)C(Cc3ccc(O)cc3)n3cc(C(N)CC(C)C)nn3)CC2)nc(N2CCN(C(=O)C(Cc3ccc(O)cc3)n3cc(C(N)C(C)CC)nn3)CC2)n1 (stereo not given)	-33	1.4	1.1	1.1	-6	1.1	0.95	0	1	5
COCCNC(=O)C(c1ccc(C)o1)N(CC1CCCO1)C(=O)Cn1nnc2ccccc21 (stereo not given)	-7	1.1	1	1	-3	1	0.83	-5	1	-6
Cc1ccc(OCCNC(=O)c2cncc(Br)c2)cc1C	-4	0.9	0.9	1	-2	1	0.69	-6	1.1	15
CCc1cc2c(C)cc(=O)oc2cc1Oc1ncccc1[N+](=O)[O-]	-7	1.2	1	1	2	1.1	1.2	-2	1	-1
CN(Cc1ccc(F)cc1)C(=O)CCc1nnc(-c2ccccc2)o1	-8	1	1	1.1	-5	1	2.1	-2	1	21
CC(=O)Nc1ccc(/C=N/NC(=O)CCN2CCN(c3ccccc3)CC2)cc1	-12	1.1	0.9	1.1	-7	0.9	1.1	-5	1.1	13
Cc1cccc(-n2c(C)cc(/C=N/NC(N)=S)c2C)c1	-8	0.6	0.9	0.9	6	1	1.3	0	1	-1
S=c1[nH]nc(-c2ccccn2)n1/N=C/c1cccc(Cl)c1	38	0.7	0.9	1	1	1	0.87	-2	1	5
Cc1cc(C)n2nc(C(=O)NCCc3ccccc3)nc2n1	-20	1	1	1	-2	1	1.8	0	1	26
C=CCOC(=O)C1=C[C@H](c2coc3ccccc3c2=O)[C@@H](CCCO)[C@H](OCC)O1	-11	1	1	1.1	-8	1	1.1	-5	1.1	20
(listing goes on)
SMILES	TNAP inh noacc	bIAP activator	PMI activator	TNAP act hiacc	TNAP inh hi DEA	PMI act satM6P	NF-kB neuron act	FLuc inh counter	FLuc act counter	APP 5'UTR act
COc1ccc(NC(=O)c2sc(Cl)nc2-c2ccccc2)cc1	-5	1	0.9	1	1	1	1	-4	1	-7
Cc1cc(C)nc(NS(=O)(=O)c2ccc(NC(=O)c3cccc(N4C(=O)CCC4=O)c3)cc2)n1	-13	0.9	0.9	1	-1	0.9	1.1	-5	1.1	7
COC(=O)CN1C(=S)N(C)C(=O)C1CC(=O)Nc1ccccc1 (stereo not given)	-13	1	1.1	1	0	1.1	1.2	-1	1	4
C=CCn1c(SCCOC)nc2c1c(=O)[nH]c(=O)n2C	-4	1	1	1	1	1	1	-4	1	-9
CCOc1ccc(-c2n[nH]c(C)c2Oc2ccc(OC)cc2)c(O)c1	-1	1.5	1	0.9	5	1	1.4	0	1	-19
Cc1ccc(N2CC(C(=O)NCc3ccccn3)CC2=O)cc1 (stereo not given)	-8	1	1	1	2	1	1.2	-2	1	7
CC1(C)Cc2c(C#N)c(N3CCCC3)nc(-c3ccco3)c2CO1	-11	1	1.1	1	-2	1	1.2	-3	1	x
O=C(CSc1nnc(COc2ccc(Cl)cc2)o1)OC1CCCCC1	-6	0.9	0.8	1	-3	0.9	1.1	-2	1	1
O=C(Nc1ccccc1N1CCOCC1)C1CCN(S(=O)(=O)c2cccc(C(F)(F)F)c2)CC1	-11	0.9	1	1	0	1	0.91	-6	1.1	7
CN(C)S(=O)(=O)c1ccc(-c2csc(-c3cccnc3)n2)cc1	-9	0.9	1	1	-5	1	1.4	-3	1	-6
COC(=O)c1ccc(/C=N/OCC(=O)NC2CCCC(C)C2C)cc1 (stereo not given)	-14	0.9	1	1	-4	1	0.75	-6	1.1	5
COC(=O)CNC(=S)NC(=O)c1ccc(C(C)(C)C)cc1	-193	0.8	0.9	1	3	0.8	1.4	19	0.8	-6
O=C(NN1CCOCC1)c1cc(-c2ccccc2)nc2ccccc12	-9	1	0.9	1	-3	0.9	1.1	-1	1	-7
C=CCNC(=O)C(=O)c1cccn1-c1ccsc1C(=O)OC	5	1	1.1	1	-1	0.9	1.1	-8	1.1	25
COc1ccc(N2CCN(C(c3cccs3)C(C)NC(=O)c3ccc4c(c3)OCO4)CC2)cc1 (stereo not given)	-16	1	0.9	1	-5	0.9	1.3	-9	1.1	-1
Cc1noc(C)c1S(=O)(=O)N1CCCC(C(=O)NCCc2ccc(Cl)cc2)C1 (stereo not given)	-4	0.9	0.9	1	4	1	1.3	-1	1	-1
Nc1nc2nccc(-c3ccc(Cl)cc3)n2n1	5	1	1.2	1.1	-9	1.2	1.6	51*	0.5	-1
Cc1ccc(S(=O)(=O)NCC2CCCO2)cc1[N+](=O)[O-] (stereo not given)	-3	1	0.9	1	-2	1	1.2	-6	1.1	-15
CC(=O)c1cccc(NC(=O)CSC(=O)c2ccccc2)c1	-31	0.8	0.9	1	1	1	1.2	0	1	11
CC1CC(C)(C)NC(=S)N1CC(=O)NCc1ccc(Cl)cc1 (stereo not given)	-15	0.9	0.8	1	-3	1	0.99	-9	1.1	-15
COc1cccc(CNC(=O)c2nnn(-c3ccc(OC(F)(F)F)cc3)c2N)c1	-8	0.9	1	1	0	1.1	1.1	-4	1	4
Nc1nc(SCc2ccc(F)cc2)ns1	-15	1	1	1	-4	1	1.2	-2	1	8
O=C(CCN1C(=O)/C(=C/c2cccc(Br)c2)SC1=S)Nc1cccnc1	-7	0.9	1.1	1	-4	1.1	1.2	-7	1.1	3
Cc1cccc(-n2c(SCC(=O)Nc3ccc4c(c3)OCO4)nnc2-c2ccoc2C)c1	-9	1	1	1	-2	1	1	-4	1	6
CCC(C)COC(=O)C(C#N)c1nc2ccccc2nc1N1CCCCC1 (stereo not given)	12	0.6	0.8	0.9	6	0.8	0.78	-9	1.1	5

Pulled one by one from above:
SMILES	TNAP inh noacc	bIAP activator	PMI activator	TNAP act hiacc	TNAP inh hi DEA	PMI act satM6P	NF-kB neuron act	FLuc inh counter	FLuc act counter	APP 5'UTR act
C=CCNC(=O)C(=O)c1cccn1-c1ccsc1C(=O)OC	5	1	1.1	1	-1	0.9	1.1	-8	1.1	25
CC1CC(C)(C)NC(=S)N1CC(=O)NCc1ccc(Cl)cc1 (stereo not given)	-15	0.9	0.8	1	-3	1	0.99	-9	1.1	-15
Cc1ccc(S(=O)(=O)NCC2CCCO2)cc1[N+](=O)[O-] (stereo not given)	-3	1	0.9	1	-2	1	1.2	-6	1.1	-15
O=C(NN1CCOCC1)c1cc(-c2ccccc2)nc2ccccc12	-9	1	0.9	1	-3	0.9	1.1	-1	1	-7

Records above marked active in NF-kB neuron act:
SMILES | TNAP inh noacc | bIAP activator | PMI activator | TNAP act hiacc | TNAP inh hi DEA | PMI act satM6P | NF-kB neuron act | APP 5'UTR act
COC(=O)C1=C(C)NC(C)=C(C(=O)OC)C1c1ccc(N(C)C)cc1 | -12 | 1 | 0.9 | 1.1 | -7 | 1 | 3.7* | -17

Next part.
SMILES	TNAP inh noacc	bIAP activator	PMI activator	TNAP act hiacc	TNAP inh hi DEA	PMI act satM6P	NF-kB neuron act	FLuc inh counter	FLuc act counter	APP 5'UTR act
Cc1ccsc1C(=O)N1CC(=O)Nc2ccccc21	-11	0.9	1	1.1	-6	0.9	1.2	-7	1.1	2
O=C(NCCSC1CCCCC1)c1ccccc1	-5	1	1.1	1	0	1.1	1	0	1	16
O=C(NCc1cccnc1)c1cn(-c2ccccc2)nc1-c1cccs1	-15	1.2	1	1	-4	0.9	0.98	22	0.8	10
O=[N+]([O-])c1ccc(N2CCN(Cc3ccccc3)CC2)nc1	0	1.1	1.1	1	2	0.9	1.1	0	1	-2
COc1cccc2c(=O)n(CC(=O)Nc3cccc(F)c3)ccc12	-10	0.9	1	1	-1	1.1	0.91	2	1	3
Cc1ccc(OCCOCCn2ccnc2)c(Br)c1	-5	1	1	1	-4	1	1.7	2	1	11
COc1ccc(N2CC(C(=O)Nc3ccc(S(=O)(=O)Nc4nc(C)cc(C)n4)cc3)CC2=O)cc1 (stereo not given)	-8	1.1	1	1	-4	1	1.2	-5	1.1	13
O=C(Nc1nc2ccc([N+](=O)[O-])cc2s1)c1c(F)cccc1F	-5	1	1.1	1	-1	1	1.1	3	1	-1
COc1ccc(OCC(=O)NNC(=O)c2nn(C)c(=O)c3ccccc23)cc1	-92	1.1	1	1	2	1	0.97	-1	1	10
CCOc1cc(CNC(CC)CO)ccc1OCC(=O)Nc1cccc(C(F)(F)F)c1 (stereo not given)	-14	1	1	1.1	-6	1	1.2	-6	1.1	-3
COc1ccc(-n2c(SC(CN3CCCCC3)CN3CCCC3=O)nc3ccccc3c2=O)cc1 (stereo not given)	3	1.2	1	1	2	0.9	0.64	-5	1.1	5
O=C(CCl)N(c1ccc(Cl)cc1)c1c[nH]c2ccccc12	0	0.8	1.1	1	4	1.2	1	4	1	-18
Cc1cccc2sc(NC(=O)CN(C)S(=O)(=O)c3ccc(Br)s3)nc12	-4	0.8	0.8	1	-3	0.9	1.1	-7	1.1	-17
